# Screening data from PubChem.
# PME-1 inh – blocks human protein phosphatase methylesterase 1 | Q9Y570 | recombinant PME-1, FP-Rh probe fluorescence polarization | inhibition, % at 5.9 µM | hit rate 0.53% among 320,000 | AID 2130;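 active = inhibition above the campaign mean of all compounds plus 3 SD, cut at about 26% in these data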;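 also: competitive labeling of PME-1 active site by serine hydrolase directed probe; 0% = PME-1 with DMSO and 100% = wells lacking PME-1 enzyme; inhibitors block probe labeling so polarization falls and inhibition rises; many of its hits are not listed in these tables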
# LYPLA2 counter – LYPLA2 (human) inhibition in PME1 counter-screen; O95372; recombinant LYPLA2, FP-Rh probe fluorescence polarization; inhibition, % at 5.9 µM; hit rate 0.38% among 320,000; AID 2177;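 active = inhibition above the screen-wide mean plus 3 SD, limit set per campaign, cut at about 26% in these data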;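 also: 0% = LYPLA2 with DMSO and 100% = wells lacking LYPLA2 enzyme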
# pPAFAH FP inh – pPAFAH (human) enzyme inhibition | Q13093 | hit rate 1.5% among 330,000 | inhibition, % at 3.39 µM | recombinant pPAFAH, FP-rhodamine probe fluorescence polarization;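 active = inhibition above the mean inhibition across the screen plus 3 SD, cut at about 25% in these data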;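 also: inhibitors block binding of the rhodamine activity-based probe so polarization drops; 0% = enzyme with DMSO and 100% = wells lacking pPAFAH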
# PAFAH2 FP inh – PAFAH2 (human) inhibition. recombinant PAFAH2, FP-rhodamine activity probe, fluorescence polarization. inhibition, % at 3.39 µM. hit rate 0.99% among 340,000;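 active = inhibition above the mean over all tested compounds plus 3 SD, cut at about 30% in these data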;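 also: inhibitors block probe labeling of enzyme so polarization drops; 0% = enzyme with DMSO and 100% = wells lacking PAFAH2 protein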
# PAFAH1B3 FP inh – PAFAH1B3 (human) inhibition. Q15102. recombinant PAFAH1B3, FP-rhodamine probe, fluorescence polarization. inhibition, % at 3.39 µM. AID 492972. hit rate 0.28% among 340,000;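 active = inhibition above the screen-wide average of all tested compounds plus 3 SD, cut at about 25% in these data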;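 also: 0% = enzyme with DMSO only and 100% = wells lacking PAFAH1B3 protein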
# PAD4 FP inh – inhibitors of human PAD4. recombinant PAD4, RCA probe fluorescence polarization. inhibition, % at 6.36 µM. hit rate 0.41% among 330,000. AID 485272;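 active = percent inhibition above a cutoff equal to the mean of all tested compounds plus 3 SD, cut at about 15% in these data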;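 also: 0% = PAD4 with RCA probe and DMSO and 100% = probe without PAD4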
# Target sequence (Q9UM07 whole entry, looked up): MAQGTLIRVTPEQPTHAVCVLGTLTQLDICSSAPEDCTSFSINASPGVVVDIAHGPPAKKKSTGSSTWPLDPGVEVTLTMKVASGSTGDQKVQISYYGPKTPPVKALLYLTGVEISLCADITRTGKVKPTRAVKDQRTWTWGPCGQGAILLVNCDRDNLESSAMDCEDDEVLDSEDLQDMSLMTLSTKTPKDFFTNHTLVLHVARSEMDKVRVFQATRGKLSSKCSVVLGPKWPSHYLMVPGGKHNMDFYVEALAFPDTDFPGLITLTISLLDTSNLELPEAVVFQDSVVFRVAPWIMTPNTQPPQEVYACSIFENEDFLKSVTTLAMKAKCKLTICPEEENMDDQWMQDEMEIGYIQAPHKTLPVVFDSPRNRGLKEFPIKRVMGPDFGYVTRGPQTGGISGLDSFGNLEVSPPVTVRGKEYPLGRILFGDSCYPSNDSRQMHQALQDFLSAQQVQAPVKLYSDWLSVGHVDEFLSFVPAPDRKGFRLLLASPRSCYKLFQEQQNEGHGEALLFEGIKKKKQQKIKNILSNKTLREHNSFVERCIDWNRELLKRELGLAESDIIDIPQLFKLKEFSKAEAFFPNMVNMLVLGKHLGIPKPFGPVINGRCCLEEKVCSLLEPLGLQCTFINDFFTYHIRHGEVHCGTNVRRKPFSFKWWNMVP
# PAFAH1B2 FP inh – inhibitors of human PAFAH1B2. recombinant PAFAH1B2, FP-rhodamine activity probe, fluorescence polarization. hit rate 1.2% among 340,000. P68402. inhibition, % at 3.39 µM;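 active = inhibition above the mean of all tested compounds plus 3 SD, cut at about 24% in these data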;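 also: 0% = enzyme with DMSO and 100% = wells lacking PAFAH1B2; many of its hits are not listed in these tables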
# Target sequence (P68402 whole entry, looked up): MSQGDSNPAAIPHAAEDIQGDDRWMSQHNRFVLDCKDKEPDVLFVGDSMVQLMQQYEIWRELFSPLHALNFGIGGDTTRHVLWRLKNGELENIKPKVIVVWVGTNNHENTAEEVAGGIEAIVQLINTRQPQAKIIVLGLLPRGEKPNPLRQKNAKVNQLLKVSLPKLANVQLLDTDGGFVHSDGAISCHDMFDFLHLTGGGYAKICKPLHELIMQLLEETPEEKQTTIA
# GSTO1 inh – blocks human GSTO1 in RBBP9 counter-screen | inhibition, % at 5.96 µM | hit rate 1.1% among 300,000 | P78417 | recombinant GSTO1, activity-based probe fluorescence polarization | AID 1974;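 active = inhibition above the campaign mean inhibition plus 3 SD, cut at about 35% in these data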;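 also: 0% = GSTO1-1 with DMSO and 100% = wells lacking GSTO1-1 enzyme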
# LYPLA1 counter – blocks human lysophospholipase 1, a PME1 counter-screen; O75608; recombinant LYPLA1, FP-Rh probe fluorescence polarization; inhibition, % at 5.9 µM; hit rate 0.16% among 320,000; AID 2174;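 active = inhibition above the mean of all tested compounds plus 3 SD, set per campaign, cut at about 14% in these data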;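 also: inhibitors block serine hydrolase probe labeling of LYPLA1 so polarization falls; 0% = enzyme with DMSO and 100% = wells lacking LYPLA1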
# Numbers without * were called inactive; · = not tested or not shown.
SMILES,PME-1 inh,LYPLA2 counter,pPAFAH FP inh,PAFAH2 FP inh,PAFAH1B3 FP inh,PAD4 FP inh,PAFAH1B2 FP inh,GSTO1 inh,LYPLA1 counter
O=C1NC(c2ccccc2)=C(c2ccc3ccccc3n2)C(c2ccccc2)N1 (stereo not given),7,0,2,3,0,-3,2,-4,0
O=C(/C=C/c1ccc(Cl)cc1)Nc1ccc(N2CCCCC2)cc1,-8,-7,0,-6,6,-3,5,-4,-3
CCOC(=O)c1[nH]c2ccc(OC)cc2c1NC(=S)N1CCN(c2ccccc2OC)CC1,12,-2,9,-3,5,2,2,8,-2
CC(C)n1c(N2CCCC2)nc2c1c(=O)[nH]c(=O)n2C,-1,-4,-1,-6,15,2,7,3,-1
O=C(NCCCc1ccccc1)C1CCC(CNc2c(N3CCCCC3)c(=O)c2=O)CC1 (stereo not given),0,6,5,4,4,-6,-2,14,3
O=C(Nc1ccccc1)/C(=C\c1ccco1)NC(=O)c1ccco1,-8,-7,5,-2,8,-7,4,12,-4
Nc1ccn(CC(=O)NCc2ccc3[nH]ccc3c2)c(=O)n1,3,3,2,10,-9,1,2,·,0
CN(Cc1ccccc1)C(=O)c1cccc(NC(=O)Cc2ccc([N+](=O)[O-])cc2)c1,·,·,10,0,12,-1,14,·,·
CC(C)(C)C(=O)Nc1c(Br)c(C2CC2)nn1-c1ccccc1,4,-2,7,·,·,-2,·,-7,3
Cc1noc(C)c1CCC(=O)N1CCCC(N2CCN(c3ccc(F)cc3)CC2)C1 (stereo not given),-4,-1,4,2,-2,-1,5,0,-2
CC(Sc1cccc[n+]1[O-])C(=O)NC1CCCCC1C (stereo not given),·,·,1,2,-4,0,8,·,·
Cn1c(CC(=O)NC(C)(C)CO)c(Sc2ccccc2)c2ccccc21,-3,1,6,-4,7,0,1,-3,3
C[C@@]12C(=O)Nc3cc(Cl)ccc3C(=O)N1[C@H]1c3ccccc3OC[C@@H]1[C@@H]2c1ccccc1,-27,-21,-12,-18,-16,-2,-10,-8,-16
O=C1N=C(N2CCN(c3ccccc3)CC2)S/C1=C/c1cccs1,6,34*,-1,7,1,3,2,6,3
Fc1ccc(Cn2nnnc2CN2CCc3ccccc3C2)cc1,4,5,8,-7,-5,-6,11,2,4
CC(=O)c1cccc(OCc2cc(C(=O)N3C[C@@H](C)O[C@@H](C)C3)no2)c1,8,2,6,2,9,2,-2,0,1
Cc1cc([N+](=O)[O-])nn1CC(=O)Nc1c(C)n(C)n(-c2ccccc2)c1=O,-2,0,1,-7,1,-5,-1,11,1
COc1ccc(CCNC(=O)c2cnn3ccccc23)c(OC)c1OC,1,2,4,2,5,0,-1,0,-1
O=C(CNc1ccc(Br)cc1)c1ccc(Br)s1,0,-1,5,-1,6,0,1,0,-4
Cc1[nH]nc2c1C(c1ccc(F)cc1)C(C#N)=C(N)O2 (stereo not given),-6,8,5,-1,-6,2,8,-1,5
CSc1ccc(CN2CCN(C3CCCC3)C(CCO)C2)cc1 (stereo not given),-5,2,-3,-2,6,1,-2,5,3
O=C(c1cccc(C(F)(F)F)c1)N1CCCCCC1,1,1,-4,-4,8,-2,-1,-2,3
CCOc1ccccc1Nc1ccnc2cc(Cl)ccc12,-3,10,0,6,12,-4,2,5,2
COc1ccc(NC(=O)c2ccco2)c([N+](=O)[O-])c1,0,3,2,-7,-3,-2,5,0,2
Cc1ccc(NS(=O)(=O)c2ccc(C(=O)N3CC(C)OC(C)C3)cc2)cc1 (stereo not given),19,-2,21,-20,10,0,6,-4,1
O=C(NCCC1CCCC1)c1cccs1,2,5,2,-6,4,4,4,0,3
CC(Cc1nnc(SCC(=O)O)n1N)c1ccccc1 (stereo not given),-4,-5,3,-2,4,-4,9,0,0
CCn1c(Oc2cccc(Br)c2)nc2c1c(=O)n(C)c(=O)n2C,-2,-1,0,-10,-4,-4,5,-8,-2
COc1ccc(Cc2c(O)nc(SCC(=O)c3ccc(OC)cc3)[nH]c2=O)cc1,-5,-4,4,2,13,10,4,-1,3
CC(C)OCCCN1CN(S(=O)(=O)c2cccs2)c2nc3ccccc3nc21,6,7,8,·,·,-2,·,3,3

# An excerpt from above, reduced to LYPLA1 counter, pPAFAH FP inh and PAFAH1B3 FP inh.
SMILES | LYPLA1 counter | pPAFAH FP inh | PAFAH1B3 FP inh
Nc1ccn(CC(=O)NCc2ccc3[nH]ccc3c2)c(=O)n1 | 0 | 2 | -9
O=C(NCCC1CCCC1)c1cccs1 | 3 | 2 | 4

# The results go on.
SMILES,PME-1 inh,LYPLA2 counter,pPAFAH FP inh,PAFAH2 FP inh,PAFAH1B3 FP inh,PAD4 FP inh,PAFAH1B2 FP inh,GSTO1 inh,LYPLA1 counter
COc1ccc(CNC(=O)c2c[nH]c3c(OC)cc(OC)cc3c2=O)cc1,-2,1,-5,7,0,0,-1,-3,1
O=C(N1CCN(Cc2ccccc2)CC1)C(Cl)(Cl)Cl,5,-3,3,-2,8,-2,10,3,0
O=C(CNc1c(Br)cc(Br)cc1Br)NN=C1CCCCC1,-2,-2,0,·,·,-4,·,1,2
CCc1ccc(N2CC(C(=O)OCC(=O)Nc3ccccc3C)CC2=O)cc1 (stereo not given),0,1,13,0,9,0,-3,·,3
Cc1c(C)c2ccc(OCC(=O)NCCCn3ccnc3)c(C)c2oc1=O,1,0,-5,3,8,-3,5,15,-1
O=c1[nH]c(SCc2ccccc2)nnc1-c1ccccc1,-8,3,8,0,5,-5,3,-7,0
COc1ccc(NC2=C(C(C)=O)C(c3ccc4c(c3)OCO4)C(C(C)=O)C(C)(O)C2)cc1 (stereo not given),1,8,11,3,-3,-1,0,-1,2
Cc1ccc(NCCC(=O)c2ccc(Cl)cc2)cc1,-4,2,6,-2,-2,-6,6,-8,2
COCCn1c(-c2ccccc2)nc2oc3cc(OC)ccc3c(=O)c2c1=O,3,-3,0,5,2,-4,4,-2,-3
O=C(NCCc1ccc(Cl)cc1)c1ccc(CNc2c(N3CCOCC3)c(=O)c2=O)cc1,-3,7,12,4,9,-2,22,6,4
Cc1nc(NCCO)c(C#N)c2c1COC(C)(C)C2,-1,1,3,1,5,-3,-2,2,1
O=C(CSc1nnnn1C1CCCC1)c1ccc2c(c1)OCCO2,2,-6,-6,3,7,2,4,28,0
CCOC(=O)c1ccc(N2C(=O)C3CC=C(C)CC3C2=O)cc1 (stereo not given),-10,3,1,-5,2,-2,4,-1,3
Cc1ccc(C(=O)N/C(=C/c2ccco2)C(=O)NCC2CCCO2)cc1 (stereo not given),4,4,9,-11,-2,2,0,6,-6
CCCN(C(=O)/C=C/c1ccco1)c1c(N)n(Cc2ccccc2)c(=O)[nH]c1=O,-5,-8,3,1,0,-5,2,-13,-3
CC12CC3CC(C)(C1)CC(C(=O)NNC(=O)c1ccncc1)(C3)C2,5,7,3,8,12,-4,25*,1,1
O=C(Nc1ccccc1N1CCCCC1)c1cccs1,-5,-3,6,0,4,-1,4,-1,2
CCN(Cc1ccccc1)CC(O)COC(c1ccc(OC)cc1)c1ccc(OC)cc1 (stereo not given),1,5,-2,-6,1,-5,2,9,0
COc1cccc(CN2C(=O)CN(C3CCCCC3)C(=O)C2c2ccc(F)cc2)c1 (stereo not given),-1,-6,9,-3,2,0,4,5,1
Cc1c(O)c(=O)ccn1C,1,1,0,8,4,0,-5,6,-1
CN(C)c1nc(Nc2ccccc2)nc(N(C)C)n1,1,1,2,5,-9,-6,3,-1,-4
O=S(=O)(Nc1ccccc1Cl)c1ccc(F)cc1,5,5,5,0,6,1,3,3,0
Cc1occc(=O)c1OCc1c(Cl)cccc1Cl,-7,5,-6,-4,1,-4,-1,4,-1
COc1ccc(CCNC(=O)C2CCCN(C(=O)c3ccc(Cl)cc3)C2)cc1 (stereo not given),5,6,3,-1,-1,-1,0,4,-3
O=C(NC(=O)c1ccccc1F)OCc1ccc(Cl)cc1Cl,-4,2,3,18,1,-2,5,16,-2
O=C(Nc1ccccc1N1CCN(C(=O)c2ccccc2)CC1)c1ccccc1Cl,9,-3,-2,5,6,-1,2,7,-3
CC(NS(=O)(=O)c1ccc(Cl)cc1)C(=O)NCCC1=CCCCC1 (stereo not given),-2,-3,5,0,-1,-1,13,6,-2
CCCN1C(=O)CC(c2ccco2)Sc2ccccc21 (stereo not given),2,7,4,1,3,-6,5,2,1
Cc1ccc(-c2nnnn2-c2ccc(C)cc2)cc1,-1,-4,5,2,4,-1,15,3,3
Cc1ccccc1C(=O)N1CCC(C(=O)NC2CCCCC2)CC1,4,-4,-6,-4,2,-6,2,-1,-2
Cc1nc2ccccc2nc(C)c1=NOCc1ccccc1Cl,-3,5,1,6,-3,4,0,-2,1
Cc1c(/C=C(\C#N)C(=O)NCc2ccccc2)cc(C#N)n1C,-4,6,2,6,9,-1,4,13,2
CCCCc1cc(=O)oc2cc(C)cc(OC(C)C(=O)O)c12 (stereo not given),-1,2,-2,-6,2,-1,0,-29,0
CNc1nc(Nc2ccccc2)nc(OCC(F)(F)F)n1,-3,6,2,0,-4,-5,-2,-4,2
O=C(O)CCN1C(=O)C2C3c4ccccc4C(c4ccccc43)[C@@H]2C1=O (stereo not given in full),2,1,4,-2,3,3,5,-5,-1
Cc1cc(S(=O)(=O)N2CCN(c3ncccn3)CC2)ccc1-n1cnnn1,4,6,-1,2,0,0,4,1,-4
CC(C(=O)NCc1ccccc1)N1CCN(c2ccc(F)cc2)CC1 (stereo not given),-2,7,3,2,6,-4,2,9,2
COC(=O)C1(C)NC(c2ccco2)C2C(=O)N(c3ccc(C)cc3)C(=O)C21 (stereo not given),-3,2,-1,-2,-3,2,1,-1,2
C/C(CC(=O)Nc1ccc(N(C)C)cc1)=N\NC(=O)c1ccc([N+](=O)[O-])cc1Cl,6,-2,8,8,0,-3,4,11,1
Cc1c(Cl)c([N+](=O)[O-])nn1CC(=O)Nc1c(C)n(C)n(-c2ccccc2)c1=O,-2,-2,-2,-7,3,-1,3,12,0
CCCc1cc(C(=O)N2CCN(c3ccc(C(F)(F)F)cn3)CC2)sc1C,-1,15,9,5,7,-6,3,4,-3
CN(C)c1ccc(C#Cc2ccc3cc(CCCO)oc(=O)c3c2)cc1,-4,0,4,2,8,0,-4,·,1
COc1cccc(/C=N/NC(=O)C(=O)N2CCCC2)c1O,-2,-1,0,-5,15,0,3,-1,2
CNc1nc(N)c([N+](=O)[O-])c(NCCO)n1,3,-2,-5,-2,-2,1,2,0,-2
COC(c1ccccc1)c1nnc(CCC(=O)NCCc2ccc(Cl)cc2)o1 (stereo not given),-6,0,-4,4,0,-3,11,2,-3
COc1ccc(S(=O)(=O)N2CCN(CC(=O)Nc3ccccc3Cl)CC2)cc1,1,-3,2,-3,5,0,4,8,-6
CC1CC(C)CN(CCCNC(=O)Cc2c(C(=O)O)[nH]c3ccccc23)C1 (stereo not given),1,-3,4,7,5,-3,3,-2,-4
CCS(=O)(=O)N1CCN(c2ccc(C(=O)NC3C4CC5CC(C4)CC3C5)cc2[N+](=O)[O-])CC1 (stereo not given),-5,4,6,0,3,0,11,-4,-1
N#CC12COC3(CCCCC3C1(C#N)C#N)OC2=N (stereo not given),12,14,5,38*,35*,22*,20,7,5
COc1cccc(Cl)c1NC(=O)N1CCN(c2ccnc3cc(Cl)ccc23)CC1,-8,1,0,0,2,1,11,-18,-3

# This is a subset (hit frequency here may not be typical).
